TrxR1 substrate: is turned over as a substrate by rat TrxR1; purified TrxR1 substrate turnover, NADPH consumption readout; Potency, µM (series often up to 114 µM), for inactives: at the top dose activity change, negative = substrate turnover; actives 0.01% (n = 390,000); AID 588456; also: % is scaled to controls: 0 for no effect and ±100 for the full control effect; nearly all actives have a fitted effect of over 50% in size
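Rat TrxR1, dispensed at 90 nM, was prereduced with 400 uM NADPH (final) for 5 min at ~22 deg C, then incubated with compound 15 min before 400 uM selenite. A first-read NADPH fluorescence drop versus no-compound background flagged substrates.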
RXFP1 ag: RXFP1 (human) receptor agonism. actives 0.3% (n = 370,000). Potency, µM (titrated, usually from 57.5 µM), for the others: top-dose activation, hits mostly activators. HEK293T-RXFP1 cAMP TR-FRET, 30 min; response scale: percent of porcine relaxin response, buffer zero; also: % is scaled to controls: 0 for no effect and ±100 for the full control effect; nearly all actives have a fitted effect of over 60% in size; many of its hits are not listed in these tables
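HEK293 cells stably expressing RXFP1, treated 30 min at 37C with compounds plus PDE4 inhibitor Ro 20174; cAMP measured by HTRF TR-FRET. Normalized to buffer and 29 nM porcine relaxin; EC50 by Hill fit.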
Vif-A3F inh: Vif-A3F binding inhibition | actives 0.2% (n = 390,000) | AID 602313 | Potency, µM (series often up to 46.1 µM), without a hit: at the top dose activity, negative = active | HeLa A3F-eYFP + Vif (tagged APOBEC3F with the HIV-1 protein that degrades it), YFP fluorescence increase; also: % of control where 0% means no effect; nearly all actives have a fitted effect of over 65% in size
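HeLa cells stably expressing A3F-eYFP plus Vif, plated and incubated overnight at 37 deg C, then exposed to compounds overnight at 37 deg C. Blocked degradation read as raised yellow fluorescence (Ex 488/Em 500-530).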
RGS4 inhibitor: human RGS4 inhibition; P49798; Transcreener GDP fluorescence polarization, RGS4-accelerated GTP hydrolysis; Potency, µM (series often up to 114 µM), for inactives: top-dose activity change, negative = inhibition, actives largely listed as inhibitors; actives 0.039% (n = 390,000); also: % is scaled to controls: 0 for no effect and ±100 for the full control effect; nearly all actives have a fitted effect of over 75% in size; some results filed as inactive show a strong effect at the top dose
Target sequence (P49798 whole entry, looked up): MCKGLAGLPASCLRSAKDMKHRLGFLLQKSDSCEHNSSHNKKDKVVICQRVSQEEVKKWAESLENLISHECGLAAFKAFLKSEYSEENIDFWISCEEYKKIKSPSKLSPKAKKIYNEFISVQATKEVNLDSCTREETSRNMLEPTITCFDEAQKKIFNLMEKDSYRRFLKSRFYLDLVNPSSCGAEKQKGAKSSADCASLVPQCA
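MLSMR compounds (23 nl, pin-transferred) preincubated 10 min at room temperature with a 500nM (2x) first reagent, then RGS4 at 900nM (2x) plus Transcreener GDP mix added; fluorescence polarization (620/688 nm) read before and after 90 min at 30 °C.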
Vif-A3G inh: inhibitors of Vif-APOBEC3G interaction; Q9HC16; HeLa A3G-eYFP + Vif (tagged APOBEC3G with the HIV-1 protein that degrades it), YFP fluorescence, overnight; Potency, µM (series often up to 46.1 µM), without a hit: top-dose activity, negative = active, usual class: inhibitors; actives 0.076% (n = 410,000); AID 602310;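 also: % is scaled to controls: 0 for no effect and ±100 for the full control effect; nearly all actives have a fitted effect of over 60% in size; hits raise eYFP signal because A3G escapes Vif-driven loss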
Target sequence (Q9HC16 whole entry, looked up): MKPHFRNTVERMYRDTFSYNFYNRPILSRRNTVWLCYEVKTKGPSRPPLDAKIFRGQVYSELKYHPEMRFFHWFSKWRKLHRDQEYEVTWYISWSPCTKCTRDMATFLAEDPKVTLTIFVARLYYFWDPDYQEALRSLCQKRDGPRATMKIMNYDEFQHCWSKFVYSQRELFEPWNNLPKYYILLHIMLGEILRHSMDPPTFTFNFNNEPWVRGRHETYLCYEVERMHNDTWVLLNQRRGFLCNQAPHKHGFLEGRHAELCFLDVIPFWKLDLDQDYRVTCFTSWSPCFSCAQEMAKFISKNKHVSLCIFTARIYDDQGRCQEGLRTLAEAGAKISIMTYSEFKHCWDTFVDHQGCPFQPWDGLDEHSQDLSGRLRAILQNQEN
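Read-out is eYFP fluorescence (Ex 488/Em 500-530) from Vif-expressing HeLa A3G-eYFP cells; more signal means A3G escaped Vif-mediated degradation. Cells plated overnight, compound pinned in, incubated overnight at 37 deg C.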
ALOX12 inh: inhibitors of human 12S-lipoxygenase ALOX12 | purified 12hLO, xylenol orange hydroperoxide absorbance | actives 1.1% (n = 580,000) | Potency, µM (doses to about 108 µM), for inactives: top-dose activity change, negative = inhibition, hits mostly inhibitors | P18054; also: % is scaled to controls: 0 for no effect and ±100 for the full control effect
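Purified human 12hLO (150 nM final) in 25 mM Hepes, 0.01% Triton X-100, pH 7.0 was preincubated 15 min at room temperature with compound. Then 40 uM arachidonic acid was added, 30 min. Hydroperoxide was read by Fe-XO absorbance ratio 573/405 nm.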
IDH1 R132H inh: blocks human mutant IDH1 R132H enzyme | Potency, µM (series often up to 76.6 µM), inactives show at the top dose activity change, negative = inhibition, hits mostly inhibitors | IDH1-R132H enzyme, NADPH consumption, diaphorase/resazurin fluorescence | AID 602179 | actives 0.093% (n = 390,000); also: % is scaled to controls: 0 for no effect and ±100 for the full control effect; nearly all actives have a fitted effect of over 65% in size
Target sequence (O75874 whole entry R132H, stated change not applied): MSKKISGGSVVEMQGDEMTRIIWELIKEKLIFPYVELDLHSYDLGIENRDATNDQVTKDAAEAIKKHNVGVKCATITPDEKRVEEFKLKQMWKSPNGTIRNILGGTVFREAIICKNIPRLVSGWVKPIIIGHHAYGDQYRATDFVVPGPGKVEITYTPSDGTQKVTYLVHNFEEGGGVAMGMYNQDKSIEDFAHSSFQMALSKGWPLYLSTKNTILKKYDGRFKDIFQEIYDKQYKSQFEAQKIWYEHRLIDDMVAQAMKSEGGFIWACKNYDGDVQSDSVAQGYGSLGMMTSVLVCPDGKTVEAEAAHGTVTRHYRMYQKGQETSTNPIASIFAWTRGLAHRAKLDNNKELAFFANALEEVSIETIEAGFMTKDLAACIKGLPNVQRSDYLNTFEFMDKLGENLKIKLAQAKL
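IDH1-R132H (0.5 ug/mL dispensed) in pH 7.5 Tris buffer was preincubated 30 min with compound, then given a substrate mix of 0.016 mM NADPH and 2 mM alpha-KG for 80 min at room temperature; remaining NADPH was read by diaphorase/resazurin fluorescence.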
rTrxR1 inhibitor: inhibitors of rat thioredoxin reductase 1 | Potency, µM (highest dose often 114 µM), inactives show top-dose activity change, negative = inhibition, actives largely listed as inhibitors | actives 1% (n = 390,000) | recombinant rTrxR1, NADPH fluorescence consumption, selenite substrate; also: % is scaled to controls: 0 for no effect and ±100 for the full control effect; nearly all actives have a fitted effect of over 65% in size
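Rat TrxR1 (90 nM in the dispensed reagent) was pre-reduced with 400 uM NADPH for 5 min at room temperature, then incubated with compound for 15 min. After 400 uM selenite was added, NADPH fluorescence (Ex 340/Em 450 nm) was followed for 8 min.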
USP1-UAF1 inh: blocks the human USP1/UAF1 deubiquitinase complex; O94782; recombinant USP1/UAF1, Ub-Rhodamine cleavage fluorescence; Potency, µM (highest dose often 57.1 µM), inactives show at the top dose activity change, negative = inhibition, most hits filed as inhibitors; actives 0.23% (n = 390,000); AID 743255; also: % is scaled to controls: 0 for no effect and ±100 for the full control effect; nearly all actives have a fitted effect of over 60% in size; inactives centre near -12
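High-throughput fluorogenic screen: 1nM USP1/UAF1 complex, Ub-Rho substrate 150nM final, 50mM HEPES pH 7.8 with 0.5mM EDTA, 0.1 mg/ml BSA, 1mM TCEP and 0.01% Tween-20.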
Numbers without * were called inactive; u = inconclusive; x = not tested or not shown; & = joins results of further samples; [ ] = another dose, or the depositor's remark. Calls follow the shape of the dose curve; as a rule, active = well fitted curve in the direction sought with a large enough effect; inconclusive = small, poorly fitted or top-dose-only effect, or another doubt; inactive = no such curve, though single readings can be large; an effect the other way counts as inactive or inconclusive. Potency is read from the fitted curve at half-maximal effect. These rows are one share of the data; count on the stated rates, not on these rows.

Structure,TrxR1 substrate,RXFP1 ag,Vif-A3F inh,RGS4 inhibitor,Vif-A3G inh,ALOX12 inh,IDH1 R132H inh,rTrxR1 inhibitor,USP1-UAF1 inh
CC(C)Oc1ccc(/C(O)=C2/C(=O)C(=O)N(CCCn3ccnc3)C2c2cccnc2)cc1 (stereo not given),-9%,6.4%,1%,18%,1%,0%,-6%,-8%,-8%
CC(C)C(NC(=O)OCc1ccccc1)C(=O)NC(Cc1ccc(O)cc1)C(=O)O (stereo not given),8%[57.1 µM],3.0%,6%,16%,2%,0%,-3%,0%[57.1 µM],-2%
O=C(CSc1nnc(-c2ccncc2)o1)NCc1ccccc1Cl,-5%,0.7%,4%,-36%,-1%,-22%,3%,5%,-19%
CN(C)CCCN1C(=O)C(O)=C(C(=O)c2cc3ccccc3o2)C1c1ccccn1 (stereo not given),-7%,x,-2%,-5%,0%,-3%,9%,-20%,-16%
O=C(Cc1ccc(S(=O)(=O)N2CCOCC2)s1)N1CCN(S(=O)(=O)c2cccc(F)c2)CC1,0%,x,-22%,-4%,-8%,6%,-1%,4%,-4%
CC(C)CC(=O)NC(NC(=O)CC(C)C)c1cccc([N+](=O)[O-])c1,8%[57.1 µM],-0.5%,-8%,5%,0%,-6%,6%,12%[57.1 µM],-4%
Oc1ccc2ccccc2c1N=Nc1nccs1,0%[57.1 µM],0.8%,u,-25%,-12%,-14%,26%,-8%[57.1 µM],-17%
CCOc1ccc(NC(=O)COc2ccc(S(=O)(=O)N3CCOCC3)cc2)cc1,10%[57.1 µM],x,10%,-3%,0%,-11%,0%,10%[57.1 µM],-11%
Cc1ccc(-c2n[nH]c3c2C(c2ccc(C(C)(C)C)cc2)NC3=O)cc1 (stereo not given),-4%,5.9%,-2%,25%,6%,-7%,2%,9%,0%
COc1cc(OC)cc(-c2c(-c3cccs3)c3cc(-c4cccc5[nH]ccc45)ccc3n2C)c1,18%[57.1 µM],1.7%,0%,9%,-4%,15%,-10%,0%[57.1 µM],24%
CCOc1ccc(NC(=O)C(=O)NCCc2sc(-c3ccc(C)cc3)nc2C)cc1,2%[57.1 µM],0.9%,-4%,-26%,-3%,0%,8%,24%[57.1 µM],-28%
C=C1CSc2nc(=O)c3c4c(sc3n21)CCCC4,4%,11%,1%,-11%,-1%,5%,5%,-2%,-24%
CC(C)NC(=O)COCc1cc(-c2ccc3c(c2)OCO3)on1,12%[57.1 µM],1.5%,8%,-2%,1%,0%&-29%,13%,-52%,-16%
N#Cc1cc([N+](=O)[O-])ccc1NCCN1CCOCC1,3%[57.1 µM],4.2%,1%,18%,3%,-8%,-13%,5%[57.1 µM],-4%
COc1cc2c(cc1OC)C(c1ccccc1)N(C(=O)c1cccc(S(C)(=O)=O)c1)CC2 (stereo not given),-2%,4.7%,-23%,-4%,-5%,u,-5%,9%,-3%
Cc1cc(C(=O)NCc2ccco2)cs1,4%[57.1 µM],1.0%,0%,1%,1%,5%,0%,3%,8%
CC(/C=C/c1ccccc1)=N/NC(=O)CNC(=O)c1ccc2c(c1)OCO2,-6%,0.0%,7%,-10%,-2%,0%,7%,-9%,-7%
COc1ccc(N2C(=O)CC(NNC(=O)c3cc(C)oc3C)C2=O)cc1 (stereo not given),-1%,1.4%,9%,8%,4%,1%,-5%,34%,-19%
COC(=O)c1cc(-c2ccc(S(=O)(=O)N3CCCC3)cc2)c(C(F)(F)F)s1,0%,1.0%,-3%,1%,-7%,-48%,7%,10%,-11%
CC1(C)Cc2nc3scc(NC(=O)c4ccccc4)c3cc2CO1,6%,-2.8%,-2%,19%,-5%,u,6%,25%,-22%
CN1CCN(CCn2c(=S)[nH]c3ccccc3c2=O)CC1,8%[57.1 µM],0.3%,-1%,7%,1%,-16%,2%,-6%[57.1 µM],2%
O=C(O)c1cccnc1Sc1ncnc2sc3c(c12)CCC3,254%[activator],u,0%,-3%,1%,-26%,4%,-8%,-18%
O=C(CN1CCN(c2ccccn2)CC1)Nc1cccc(F)c1,8%,2.5%,4%,-23%,0%,1%,-1%,21%,-19%
CCN1C(=O)CC2(C[N+]3(C)CCC2CC3)C1=O (stereo not given),5%,6.3%,2%,4%,-1%,-23%,4%,13%,-12%
CC1CCCN(c2nc3c(c(=O)[nH]c(=O)n3C)n2Cc2ccccc2Cl)C1 (stereo not given),-7%,-1.6%,-5%,-11%,-1%,-11%,4%,13%,0%

Record cards (already shown).
Cc1ccc(-c2n[nH]c3c2C(c2ccc(C(C)(C)C)cc2)NC3=O)cc1 (stereo not given) is listed with TrxR1 substrate = -4%; RXFP1 ag = 5.9%; Vif-A3F inh = -2%; RGS4 inhibitor = 25%; Vif-A3G inh = 6%; ALOX12 inh = -7%; IDH1 R132H inh = 2%; rTrxR1 inhibitor = 9%; USP1-UAF1 inh = 0%
O=C(CSc1nnc(-c2ccncc2)o1)NCc1ccccc1Cl is listed with TrxR1 substrate = -5%; RXFP1 ag = 0.7%; Vif-A3F inh = 4%; RGS4 inhibitor = -36%; Vif-A3G inh = -1%; ALOX12 inh = -22%; IDH1 R132H inh = 3%; rTrxR1 inhibitor = 5%; USP1-UAF1 inh = -19%

Following part
Structure,TrxR1 substrate,RXFP1 ag,Vif-A3F inh,RGS4 inhibitor,Vif-A3G inh,ALOX12 inh,IDH1 R132H inh,rTrxR1 inhibitor,USP1-UAF1 inh
CCSc1nc(=O)n(-c2ccccc2)c(C)c1C(C)=O,-6%,-2.3%,0%,5%,0%,7%,-5%,-13%,-2%
CC(/C=C/c1ccco1)=N\NC(=O)CNc1ccc2ccccc2c1,-12%,-2.3%,-11%,-43%,0%,-2%,7%,-12%,-16%
CCOC(=O)c1c(NC(=O)C(C)Sc2cn(CCNC(=O)c3ccc(OC)cc3)c3ccccc23)sc2c1CCC2 (stereo not given),-1%,-2.3%,1%,-11%,-3%,-10%,-8%,3%,-9%
COc1ccc(N2CCN(CCNC(=O)Nc3cccc(C)c3C)CC2)cc1,-5%,5.8%,-3%,37%,2%,0%,-5%,12%,-1%
COc1ccccc1CNS(=O)(=O)c1ccc(-n2cnnn2)c(OC)c1,1%,2.8%,-8%,-15%,-7%,28%,-4%,4%,-8%
O=C(Cn1c(C(F)(F)F)nc2ccccc21)N/N=C/c1ccco1,-9%,0.9%,-2%,9%,2%,8%,-12%,1%,-25%
CC(NC(=O)c1ccccc1[N+](=O)[O-])C1CC2CCC1C2 (stereo not given),-5%[57.1 µM],-0.9%,3%,-17%,2%,-6%,-2%,12%[57.1 µM],4%
COc1ccc(CNC(=O)C2CCCN2S(=O)(=O)c2ccc(C)cc2)cc1 (stereo not given),3%,0.1%,5%,20%,-2%,-7%,-1%,11%,-21%
CCn1c2ccccc2c2cc(NC(=O)N3CCOCC3)ccc21,3%[57.1 µM],1.4%,1%,-33%,-9%,u,7%,15%[57.1 µM],-19%
O=C(Cn1c(=O)oc2cc(S(=O)(=O)N3CCOCC3)ccc21)N1CCc2ccccc2C1,-1%,-0.3%,-8%,7%,5%,12%,3%,13%,-20%
Cc1noc(C)c1C(=O)OC(C)C(=O)c1ccc(C(C)(C)C)cc1 (stereo not given),x,x,1%,x,1%,-18%,-1%,x,-8%
CCOC(=O)CSC1=C(C#N)C(c2ccc(C)cc2)C2=C(CCCC2=O)N1 (stereo not given),0%,-0.1%,-4%,11%,0%,117%,10%,-9%,-15%
COc1ccc(OCCCC(=O)Nc2cc(S(=O)(=O)N3CCCCC3)ccc2C)cc1,8%,1.6%,-3%,19%,2%,7%,3%,41%[activator],-11%
O=C(c1ccccc1)N1CCN(c2ccc([N+](=O)[O-])c(NCC3CCCO3)c2)CC1 (stereo not given),-1%[57.1 µM],1.3%,-4%,26%,1%,-27%,10%,6%[57.1 µM],3%
COC(=O)c1scc(C)c1-n1ccc(C(=O)C(=O)N(C)C)c1,1%,0.0%,2%,16%,-15%,-2%,7%,11%,-11%
Cc1ccc(NC(=O)CSc2nnc(COc3ccccc3F)n2N)cc1S(=O)(=O)N1CCOCC1,4%,x,1%,-18%,1%,12%,1%,18%,-19%
O=[N+]([O-])c1cc(S(=O)(=O)N2CCCCC2)ccc1NCCN1CCOCC1,-5%,-3.2%,-8%,28%,4%,0%,6%,7%[57.1 µM],-22%
C=CCn1c(SCc2csc(-c3ccc(Cl)cc3)n2)nnc1-c1ccccc1OC,7%,2.7%,2%,-23%,2%,-25%,-6%,23%,-10%
Cc1onc(-c2ccccc2)c1C(=O)NCc1cccnc1,-3%,1.4%,-7%,-17%,-1%,-3%,6%,-7%,-21%
CC(=O)Nc1ccc(NC(=O)C(C)OC(=O)c2c(NC(C)=O)sc(C)c2C)cc1 (stereo not given),7%,-0.2%,u,13%,-1%,57%[activator],7%,16%,-7%

Screening results: PubChem, National Center for Advancing Translational Sciences (NCATS)
